Growth percent in the NCI-60 one-dose screen (48 h, 10 µM unless noted): 100 = growth as untreated, 0 = no growth, -100 = all killed.
HS 578T: HS 578T breast cancer; 78,000 compounds, 4.1% hits
LOX IMVI: LOX IMVI melanoma. AID 1794757. 79,000 compounds, 7.4% hits
SK-MEL-2: SK-MEL-2 melanoma; AID 1794763; 77,000 compounds, 4.7% hits
BT-549: BT-549 breast cancer. 78,000 compounds, 4.4% hits
T-47D: T-47D breast cancer; 79,000 compounds, 5% hits; AID 1794792
SK-MEL-5: SK-MEL-5 melanoma | 80,000 compounds, 6.4% hits
MDA-MB-435: MDA-MB-435 melanoma; 82,000 compounds, 7.8% hits
SK-MEL-28: SK-MEL-28 melanoma. 81,000 compounds, 4.1% hits
* marks the source's active call; other numbers are inactive results; . = no result given; & = joins results of further samples; ! = repeats disagree. The calls were made as follows: active = growth percent below 10; inactive = the rest. This is a subset; count on the stated rates, not on these rows.

SMILES	HS 578T	LOX IMVI	SK-MEL-2	BT-549	T-47D	SK-MEL-5	MDA-MB-435	SK-MEL-28
[Na+]	109	.	.	103	107	105	114	106
CCCCCCCCCCCCCCCC[N+](C)(C)Cc1ccccc1	-28*	-97*	-69*!	-75*	-12*	-100*	-88*	-58*
CC(=O)Nc1ccc(C(=O)O)cc1 (tested in a mixture with another compound)	105&115	96&87	101&87	106&122	88&101	100&110	103	108&109
CC1(C)C2CCC1(CS(=O)(=O)O)C(=O)C2 (stereo not given)	112	100&77	106&107	95&95	115&87	115&105	105&96	126&109

2 records picked at random from those above, as already listed:
SMILES	HS 578T	LOX IMVI	SK-MEL-2	BT-549	T-47D	SK-MEL-5	MDA-MB-435	SK-MEL-28
CC(=O)Nc1ccc(C(=O)O)cc1 (tested in a mixture with another compound)	105&115	96&87	101&87	106&122	88&101	100&110	103	108&109
CC1(C)C2CCC1(CS(=O)(=O)O)C(=O)C2 (stereo not given)	112	100&77	106&107	95&95	115&87	115&105	105&96	126&109

Screens (PubChem BioAssay)
